EBV gp42 inh: inhibitors of Epstein-Barr virus glycoprotein 42. Q1HVG2. Fluorescence polarization binding assay, mP read-out. inhibition, % (tested at 21.74 µM). hit rate 0.42% among 220,000. AID 1085; in the data active = inhibition above about 50%
Target sequence (Q1HVG2 whole entry, looked up): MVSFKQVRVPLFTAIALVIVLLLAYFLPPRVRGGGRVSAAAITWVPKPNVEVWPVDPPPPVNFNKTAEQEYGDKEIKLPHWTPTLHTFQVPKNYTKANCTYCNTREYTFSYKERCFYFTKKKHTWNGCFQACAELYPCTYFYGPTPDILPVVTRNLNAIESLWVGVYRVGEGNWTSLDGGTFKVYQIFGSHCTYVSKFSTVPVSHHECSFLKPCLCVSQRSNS
KCC2 mod: KCC2 (human) Cl- transport modulation; Q9H2X9; hit rate 2.2% among 190,000; B-score of Tl+ flux slope (higher = more flux/activation; lower = inhibition) at 10 µM; AID 1456; KCC2 cells, thallium flux FluoZin-2 fluorescence;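 active = thallium flux slope and its plate-corrected score both differing from the plate sample mean at a set confidence after two filtering rounds, in either direction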;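 note: slope of fluorescence scaled to starting intensity during 10 to 20 s after thallium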
TRPML3 ag: agonists of human TRPML3 channel. Q8TDD5. HEK293 TRPML3-YFP, Fluo-8 calcium fluorescence; 100% = the carbachol control signal. activation, % at 3 µM. hit rate 0.29% among 220,000. AID 1448;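 active = activation above its plate's cutoff, the mean activation of the plate's test wells plus 3 SD, cut at about 12% in these data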;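 note: 0% = DMSO only wells and 100% = carbachol wells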
Target sequence (Q8TDD5 whole entry, looked up): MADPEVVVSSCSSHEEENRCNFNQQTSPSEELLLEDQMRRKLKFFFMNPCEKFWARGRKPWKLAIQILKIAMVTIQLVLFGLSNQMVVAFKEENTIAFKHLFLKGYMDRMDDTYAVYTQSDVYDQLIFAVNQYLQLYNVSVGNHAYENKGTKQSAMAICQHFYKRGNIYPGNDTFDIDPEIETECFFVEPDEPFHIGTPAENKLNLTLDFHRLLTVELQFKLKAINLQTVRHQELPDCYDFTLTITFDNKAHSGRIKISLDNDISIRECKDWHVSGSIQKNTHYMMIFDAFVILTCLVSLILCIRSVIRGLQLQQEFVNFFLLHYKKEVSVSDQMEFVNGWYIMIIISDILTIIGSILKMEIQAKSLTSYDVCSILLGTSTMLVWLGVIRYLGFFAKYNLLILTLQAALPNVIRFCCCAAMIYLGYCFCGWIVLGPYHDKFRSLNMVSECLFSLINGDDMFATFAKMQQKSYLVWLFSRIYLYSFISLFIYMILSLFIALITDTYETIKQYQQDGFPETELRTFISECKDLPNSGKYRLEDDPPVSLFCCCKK
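Material: TRPML3-YFP stable HEK293 cells | Dosing: One concentration, 3 µM nominal, 0.3% DMSO | Timing: 125 s total fluorescence read per well | Technique: Fluo-8 calcium dye fluorescence, ex 470-495, em 515-575 nm | Measure: Percent activation from peak-to-basal fluorescence ratio, scaled between DMSO and carbachol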
Calpain2 inh: calpain II (pig) inhibition. purified calpain II, fluorogenic peptide substrate, 30 min. inhibition, % at 16 µM. hit rate 0.37% among 220,000. AID 1236;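 active = inhibition above about 50%, limit read from the data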
Thrombin inh: blocks human thrombin protease activity; P00734; alpha-thrombin, Boc-VPR-AMC fluorogenic substrate cleavage; inhibition, % at 5 µM; hit rate 0.26% among 220,000;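 active = inhibition at or above 40%; inactive = inhibition below 40%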;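 note: 0% = enzyme with no compound and 100% = wells without enzyme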
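System – human alpha-thrombin · Medium – pH 7.5 Tris (50 mM) with NaCl 150 mM, Tween 20 0.05% · Compound – single-point dosing at 5 µM, 0.2% DMSO · Incubation – enzyme reaction carried out at room temperature · Technique – fluorescence of released AMC, ex 355 nm, em 460 nm · Read-out basis – % inhibition of thrombin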
zfTRPN1 agonist: zebrafish TRPN1 (NompC) channel agonism; hit rate 0.18% among 220,000; HEK293 zebrafish TRPN1-YFP, Fluo-8 calcium fluorescence; 100% = response to 87 µM carbachol; activation, % at 3 µM;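 active = activation above its plate's cutoff, the mean activation of test wells on that plate plus 3 SD, cut at about 19% in these data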;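 note: 0% = DMSO alone and 100% = 87 µM carbachol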
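Control set: carbachol 87 µM as high control, DMSO as low control; system: HEK293 stable line with zebrafish TRPN1-YFP; read-out: % activation versus carbachol response; detection: intracellular calcium fluorescence with Fluo-8; doses: single test compound dose, 3 µM nominal, 0.3% DMSO; schedule: dye 1 h 37 °C plus 30 min RT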
Furin inhibitor: blocks human furin protease activity; purified furin, fluorogenic substrate cleavage; hit rate 0.061% among 220,000; inhibition, % at 30 µM; in the data active = inhibition above about 25%; note: inactives centre near -15
PPC-1+TRAIL kill: PPC-1 cancer cell killing with TRAIL present | cell killing (% activity), % at 4 µM | AID 1443 | PPC-1 cells + TRAIL, ATPLite viability luminescence | hit rate 0.41% among 220,000;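 active = cell killing above 50% in the first pass at 4 µM, then a duplicate retest at 5 µM averaging 50% or more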;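 note: plate controls were cells with TRAIL plus DMSO for no effect and medium-only wells lacking cells for full effect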
Tb hexokinase: blocks Trypanosoma brucei hexokinase 1 activity | recombinant TbHK1, G6PDH-coupled NADH A340 | inhibition, % at 10 µM | hit rate 0.11% among 220,000;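 active = inhibition of 50% or more in the single-dose primary screen; inactive = inhibition below 50%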
An asterisk follows results filed as active; i = inactive; / = no result given; [ ] = remark or other dose.

SMILES | EBV gp42 inh | KCC2 mod | TRPML3 ag | Calpain2 inh | Thrombin inh | zfTRPN1 agonist | Furin inhibitor | PPC-1+TRAIL kill | Tb hexokinase
Cc1c(NCc2nc3ccccc3[nH]2)c(=O)n(-c2ccccc2)n1C | -12.4 | -0.00358 | -0.1 | -8.5 | -3.0 | -1.6 | -17.2 | 7.8 | -1.7
Cc1cc(C)nc(NC(=NCc2ccc3c(c2)OCO3)NC(=O)Nc2ccccc2)n1 | -13.9 | -0.0132 | 0.4 | -33.0 | 3.6 | 0.8 | -2.9[20 µM] | 27.5 | 1.7
CN(CCOc1ccccc1)CC(=O)Nc1ccc(Cl)c(S(=O)(=O)N(C)C)c1 | -16.4 | -1.85 | 0.5 | -9.4 | -1.6 | 0.7 | -25.3 | 3.9 | 2.3
CC(c1nccs1)N(C)C(=O)CCc1nnc(Cc2c[nH]c3ccccc23)o1 (stereo not drawn) | 3.8 | 0.514 | 0.5 | 22.1 | -2.9 | 0.8 | -14.2 | 0.2 | 5.6
Cc1ccc(CN2CC(C(=O)Nc3cccc(S(=O)(=O)N4CCCCC4)c3)CC2=O)cc1 (stereo not drawn) | 0.3 | -0.266 | 0.1 | -51.9 | -5.6 | 0.1 | -1.9 | 10.6 | -0.5
Cc1cc(SCC(=O)OCC(=O)NC(C)c2ccccc2)c(C)cc1Br (stereo not drawn) | -8.3 | -0.592 | -0.8 | 26.1 | -11.2 | -1.8 | 2.9 | 24.2 | 41.1
CCc1c(C)nc2ncnn2c1N1CCN(S(=O)(=O)c2ccc(OC)cc2)CC1 | -18.2 | 0.232 | 0.6 | -40.2 | 1.3 | 2.6 | -19.6 | / | -0.1
COc1ccc(S(=O)(=O)CCC(=O)Nc2ccc(OC)cc2OC)cc1 | -15.5 | -0.854 | 0.3 | -10.9 | 0.1 | 1.0 | -16.9[20 µM] | 11.8 | -3.3
Cc1cc(C)c(S(=O)(=O)Nc2ccc[nH]c2=O)c(C)c1 | -15.7 | -0.0853 | 0.4 | 1.6 | -0.5 | 0.1 | -16.9[20 µM] | -0.6 | -0.2
CCOC(=O)N1CCN(CC(=O)Nc2cc(OC)c(OC)cc2C#N)CC1 | -8.6 | -0.718 | 0.7 | 0.1 | -7.0 | 2.4 | -18.3 | 12.4 | -21.1
S=C(NCC1CCCO1)Nc1ccccc1Cl (stereo not drawn) | -15.5 | 0.293 | 0.6 | 13.8 | -7.3 | 0.7 | -6.5 | 13.3 | 36.4
CCN(CC)c1ncnc2c1cnn2Cc1ccc(Cl)cc1 | -6.5 | -0.827 | 2.5 | -1.6 | -7.0 | 0.7 | -19.8 | -9.9 | -2.0
COc1ccccc1CNC(=O)CCn1c(=O)sc2ccccc21 | -4.6 | 0.0149 | 0.2 | 21.9 | -1.8 | -1.0 | -33.1[20 µM] | -11.6 | 12.1
Oc1cccc(-c2nc3ccccc3s2)c1 | -3.0 | 0.276 | 1.5 | -3.4 | 104.0* | -1.4 | -16.3[20 µM] | -15.2 | -3.6
CCCCCCSc1nc(O)c(C2OC(=O)c3c2ccc(OC)c3OC)c(=O)n1CC (stereo not drawn) | -11.3 | -1.43 | 0.5 | 6.3 | -5.0 | -0.1 | -8.6[20 µM] | -16.7 | 2.2
CCOC(=O)c1ccc(N2C(=O)CC(N3CCC(C(N)=O)(N4CCCCC4)CC3)C2=O)cc1 (stereo not drawn) | -12.3 | / | -0.2 | -8.8 | -1.1 | 0.0 | -20.8[20 µM] | 27.3 | 4.8
Cc1ccc(S(=O)(=O)N2CCCN(S(=O)(=O)c3ccc(C(F)(F)F)cc3)CC2)cc1 | -12.2 | 0.0532 | 0.0 | 8.4 | 5.2 | 0.2 | -16.3 | 10.9 | 3.2
CCOC(=O)C1CCCN(c2c(NCCN(C)Cc3ccccc3)c(=O)c2=O)C1 (stereo not drawn) | -7.8 | -0.393 | 0.0 | -9.5 | -1.4 | 0.1 | -19.1 | -19.4 | -2.6
CSc1ccc(/C=N/n2c(C)cc(C)cc2=O)cc1 | -15.1 | -0.393 | 0.2 | 16.2 | -14.4 | 0.0 | -17.5 | 13.4 | -29.5
Cc1ccc(NC(=O)CSc2nnc(/N=C/N(C)C)s2)cc1 | -9.7 | 0.85 | 0.6 | 24.9 | 13.0 | 0.0 | -13.8 | 1.7 | -14.8
O=[N+]([O-])c1ccc(S(=O)(=O)NCCN2CCOCC2)cc1 | -7.2 | 0.125 | 0.1 | 20.2 | -5.6 | 0.1 | -7.5 | / | 7.5
CC(N=C1NS(=O)(=O)c2ccccc21)C(=O)NCc1ccc2c(c1)OCO2 (stereo not drawn) | -4.8 | 0.203 | 0.4 | 7.0 | 10.0 | 1.8 | 1.3[20 µM] | 41.0 | 2.6
CC(C)(C)c1ccc2c(c1)OC(C(=O)N/N=C/c1ccc([N+](=O)[O-])o1)CO2 (stereo not drawn) | -8.8 | / | 1.2 | 19.5 | -3.5 | 3.9 | -4.1 | 8.4 | -13.6
CCN1CCN(c2nc3c(C)cccn3c(=O)c2/C=C(\C#N)S(=O)(=O)c2ccc(Cl)cc2)CC1 | -4.6 | -1.02 | 0.1 | -2.2 | 6.9 | 2.8 | -2.4 | 6.2 | -14.1
CCN(CC)CCCNC(=O)c1[nH]c(C)c(C(=O)NC2CCCCC2)c1C | -14.9 | 0.249 | 1.0 | 10.1 | -7.4 | -0.8 | -8.0[20 µM] | -2.5 | -10.0

Ordered by formula weight (low to high): 3 of the compounds above
SMILES | EBV gp42 inh | KCC2 mod | TRPML3 ag | Calpain2 inh | Thrombin inh | zfTRPN1 agonist | Furin inhibitor | PPC-1+TRAIL kill | Tb hexokinase
O=[N+]([O-])c1ccc(S(=O)(=O)NCCN2CCOCC2)cc1 | -7.2 | 0.125 | 0.1 | 20.2 | -5.6 | 0.1 | -7.5 | / | 7.5
Cc1c(NCc2nc3ccccc3[nH]2)c(=O)n(-c2ccccc2)n1C | -12.4 | -0.00358 | -0.1 | -8.5 | -3.0 | -1.6 | -17.2 | 7.8 | -1.7
CCOC(=O)c1ccc(N2C(=O)CC(N3CCC(C(N)=O)(N4CCCCC4)CC3)C2=O)cc1 (stereo not drawn) | -12.3 | / | -0.2 | -8.8 | -1.1 | 0.0 | -20.8[20 µM] | 27.3 | 4.8

(listing goes on)
SMILES | EBV gp42 inh | KCC2 mod | TRPML3 ag | Calpain2 inh | Thrombin inh | zfTRPN1 agonist | Furin inhibitor | PPC-1+TRAIL kill | Tb hexokinase
CCOC(=O)Nc1cccc(Nc2ccccc2)c1 | -11.1 | -1.25 | 0.0 | -9.7 | 1.0 | -0.9 | -13.8[20 µM] | 15.7 | 0.0
Cc1ccc(-c2csc3nnc(SCc4csc(C)n4)n23)cc1 | -11.8 | / | -0.3 | 14.6 | -1.5 | -0.8 | -17.3[20 µM] | -18.7 | 3.6
COc1ccc(Cl)cc1NC(=O)c1cc(-c2ccc(C)cc2O)n[nH]1 | -12.5 | 0.0144 | 1.1 | 0.4 | -0.4 | -2.5 | -22.8 | -8.9 | -1.8
CSCC[C@H](NC(=O)C(C)Oc1ccc(Cl)cc1)c1nc2ccccc2[nH]1 (stereo partly drawn) | 24.2 | -1.22 | 0.2 | 31.7 | -9.0 | -3.3 | -8.5 | 1.9 | -0.1
COC(=O)c1ccc2c(=O)n(CC3CCCO3)c(SCC(=O)NCCc3ccc(S(N)(=O)=O)cc3)nc2c1 (stereo not drawn) | 3.1 | 0.728 | 1.2 | -23.6 | 10.3 | 2.2 | -27.6 | -2.7 | -10.9
Cc1ccc(S(=O)(=O)N2CCC(=O)N(C(COCc3ccc(C(F)(F)F)cc3)C(C)C)CC2)cc1 (stereo not drawn) | 1.3 | -0.729 | 54.9* | 24.4 | 2.0 | 0.7 | -5.9 | 1.9 | -0.9
COc1cccc(C2CC(c3ccccc3)Nc3ncnn32)c1 (stereo not drawn) | -14.5 | 0.0838 | 1.5 | 20.7 | -7.5 | 0.7 | -10.5[20 µM] | 14.5 | -1.0
Cn1cc([N+](=O)[O-])c(C(=O)N/N=C/c2ccc3c(c2)OCO3)n1 | -9.3 | -0.0771 | 0.4 | 27.8 | 1.3 | -0.4 | -9.5 | 24.2 | -25.2
CCCC(=O)Nc1ccccc1-c1nnn(CC(=O)Nc2ccc(OCC)cc2)n1 | -26.4 | -1.42 | 0.1 | 7.8 | -0.3 | -1.6 | -8.1[20 µM] | 26.6 | 0.8
C=CCn1c(SCC(=O)Nc2sccc2C#N)nc2sc(C)c(C)c2c1=O | -19.5 | 1.16 | 0.2 | 30.5 | 2.4 | 0.8 | -11.5[20 µM] | 6.9 | -22.5
CN(C)S(=O)(=O)c1ccc(N2CCOCC2)nc1 | -9.4 | -0.681 | 0.1 | -9.2 | -14.2 | 1.4 | -20.1[20 µM] | 1.8 | -1.6
COc1cnc(SCCC(F)=C(F)F)[nH]c1=O | -9.8 | 0.316 | 1.0 | -9.4 | -2.4 | 2.0 | -21.0 | 1.2 | -2.7
COC(=O)CN1C(=O)S/C(=C/c2ccc(N3CCCCC3)o2)C1=O | -259.0 | i | 0.7 | 26.7 | -1.7 | 1.3 | -28.1 | 22.1 | -4.2
COc1ccccc1C(=O)Nc1ccc(OCc2nnc3c4ccccc4c(C)nn23)cc1 | 1.1 | -0.9 | 0.5 | -92.3 | 1.1 | 0.9 | -14.4 | 40.4 | 5.9
Cc1cccc(C)c1NC(=O)CSc1nnc(C)n1CC1CCCO1 (stereo not drawn) | -15.4 | 0.735 | -0.5 | -15.7 | -5.7 | 1.0 | -13.2 | / | -3.6
COc1cccc(C(=O)Nc2sc(C(C)C)cc2C(N)=O)c1OC | -4.6 | -1.14 | 0.5 | 2.4 | -0.1 | 1.6 | -9.8 | 2.0 | -23.2
COC(=O)[C@@]1(Cc2ccc(OC)cc2)[C@H]2c3cc(C(=O)N4CCCC4)n(CCSCCO)c3C[C@H]2CN1C(=O)c1ccccc1 | -0.1 | -0.296 | 1.4 | -61.5 | 4.2 | 2.1 | -15.8 | 18.6 | -2.0
Cc1ccc(C)n1-c1sc2c(c1C#N)CCCC2 | -15.3 | 0.0924 | -0.8 | 4.5 | 1.6 | 0.1 | -7.9[20 µM] | 4.6 | 5.3
Cc1cccc(N(C)S(=O)(=O)c2ccc3c(c2)CCC(=O)N3)c1 | -9.9 | 0.622 | 0.1 | 2.9 | -3.0 | -0.3 | -16.6 | 9.0 | 0.5
CCN(CC)CCSc1nc(O)c(-c2ccccc2)c(=O)[nH]1 | -27.4 | 0.169 | 0.5 | -12.4 | 2.1 | 1.2 | -9.3 | -0.6 | -1.6
Cc1ccc(S(=O)(=O)NCC(=O)OC(C)C(=O)Nc2ncc(Cl)cc2Cl)cc1 (stereo not drawn) | -17.1 | 0.203 | 0.0 | 4.6 | 8.2 | -0.8 | -20.2[20 µM] | 1.1 | 2.9
Cc1ccccc1Nc1nc(Nc2ccccc2C)nc(SC2=NCCS2)n1 | 2.2 | -0.652 | -0.1 | -63.0 | 3.0 | -1.4 | -14.1[20 µM] | 36.2 | 9.8
O=S(=O)(Nc1ccc(-c2nc3cccnc3s2)cc1)c1ccccc1F | 0.6 | 0.499 | 0.7 | -4.4 | -6.5 | -0.2 | -25.9 | 2.5 | -41.8
CCOC(=O)c1c(NC(=O)c2cccs2)sc2c1CCN(C(=O)OCC)C2 | -15.6 | -1.63 | -0.1 | -32.7 | 4.5 | 0.4 | -13.3[20 µM] | -1.0 | -16.2
O=C(Nc1ccccc1)NC1CCCc2ccccc21 (stereo not drawn) | 7.7 | -0.0252 | -0.1 | 1.6 | 0.8 | -0.8 | -27.8 | 5.9 | 1.5

Screens as filed in PubChem BioAssay.
